miR122 inh = miR-122 inhibition in Huh7 cells; activation (reporter increase), % at 12.5 µM; Huh7 miR-122 Renilla luciferase sensor, 48 h; neutral wells = 0, positive control = 100; 340,000 compounds, 0.3% hits;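 active = mean replicate activation score at least 90 and every replicate individually at or above 90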;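 also: higher luciferase means less miR-122 activity so hits act as miR-122 inhibitors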
CFTR F508del cor = CFTR F508del correction in bronchial cells. AID 720511. CFBE cells, YFP halide quenching; stimulated with forskolin plus potentiator P3; % fluorescence drop versus neutral controls. 350,000 compounds, 0.36% hits. activity (quench increase), % at 7.58 µM;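 active = mean added fluorescence quench of at least 8% versus neutral control, with both replicates also reaching 8%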;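 also: cells transiently co-express mutant CFTR-F508del with the halide-sensitive YFP; corrector assay measuring rescue of mutant channel to the surface after 24 h compound exposure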
* marks the source's active call; other numbers are inactive results; [ ] = dose if it differs, or a comment.

SMILES	miR122 inh	CFTR F508del cor
CC(C)CC#Cc1cnc2c(c1)C(=O)N([C@H](C)CO)C[C@@H](C)[C@H](CN(C)C(=O)c1cccc(F)c1)O2	21[16.7 µM]	4.2
CCCN(C)C[C@@H]1OCCCC[C@@H](C)Oc2ccc(NS(=O)(=O)c3ccc(Cl)cc3)cc2C(=O)N([C@H](C)CO)C[C@@H]1C	-1[16.7 µM]	-1.6
CO[C@@H]1CN(C)C(=O)c2ccc(NC(=O)C3CC3)cc2OC[C@H](C)N(Cc2cncnc2)C[C@@H]1C	34[16.7 µM]	-1.1
CCCC#Cc1cnc2c(c1)C(=O)N([C@H](C)CO)C[C@@H](C)[C@@H](CN(C)C(=O)C1CCCCC1)O2	32[16.7 µM]	4.7
CO[C@H]1CN(C)C(=O)c2cc(NC(=O)NC(C)C)ccc2OC[C@@H](C)N(Cc2cncnc2)C[C@H]1C	7[16.7 µM]	-1.3
CO[C@H]1CN(C)C(=O)c2cc(NC(=O)c3ccc(F)cc3)ccc2OC[C@@H](C)NC[C@H]1C	7[16.7 µM]	-4.3
C[C@@H]1CN([C@@H](C)CO)C(=O)c2cc(/C=C/c3ccccc3)cnc2O[C@@H]1CN(C)C(=O)C1CC1	-3[16.7 µM]	2.2
CC(=O)NC[C@H]1[C@H](c2ccc(-c3ccccc3)cc2)[C@@H](CO)N1C(=O)C1CCC1	7[16.7 µM]	1.0
Cc1noc(C)c1NC(=O)Nc1ccc2c(c1)C(=O)N([C@H](C)CO)C[C@@H](C)[C@H](CN(C)S(=O)(=O)c1ccccc1)O2	1[16.7 µM]	-0.9
C/C=C/c1ccc([C@@H]2[C@H](CO)N(S(C)(=O)=O)[C@H]2CN(C)C(=O)CC)cc1	-1[16.7 µM]	1.6
O=C(NCc1ccc(OC(F)(F)F)cc1)c1cc(-c2ccccc2)nn1CC1CC(c2cccnc2)=NO1 (configuration not stated)	3	0.2
CO[C@@H]1CN(C)C(=O)c2ccc(NS(C)(=O)=O)cc2OC[C@@H](C)N(C(=O)c2ccc3c(c2)OCO3)C[C@@H]1C	-7[16.7 µM]	-0.4
C[C@@H]1CCCCO[C@@H](CN(C)C(=O)c2ccccc2)[C@H](C)CN([C@@H](C)CO)C(=O)c2cc(NC(=O)c3ccncc3)ccc2O1	3[16.7 µM]	1.6
CN(C)C(=O)c1cccc(-c2ccc3c(c2)[C@@H]2[C@@H](CCN2C(=O)c2ccc4c(c2)OCO4)[C@@H](CO)N3)c1	3[16.7 µM]	2.8
CC(C)NC(=O)Nc1ccc2c(c1)C(=O)N([C@@H](C)CO)C[C@H](C)[C@@H](CN(C)Cc1ccccc1)OCCCC[C@@H](C)O2	1[16.7 µM]	0.6
O=C(Nc1ccc(Cl)cc1)N1C[C@@H]2[C@H](c3ccccc31)[C@@H](CO)N2C(=O)c1ccccn1	19[16.7 µM]	-0.5
C[C@@H]1CN([C@@H](C)CO)C(=O)CCCn2cc(nn2)CO[C@@H]1CN(C)S(C)(=O)=O	0[16.7 µM]	0.7
Cc1cc(C(=O)Nc2cccc3c2O[C@H](CN(C)C(=O)Nc2cccc4ccccc24)[C@@H](C)CN([C@@H](C)CO)C3=O)n(C)n1	-4[16.7 µM]	-2.8
CCO[C@H]1OC(C(=O)O)=C[C@@H](c2cn(C(C)=O)c3ccccc23)[C@@H]1CCCO	-7	-3.1
CO[C@H]1CN(C)C(=O)c2ccc(NC(=O)Nc3cccc(F)c3)cc2OC[C@@H](C)N(C(=O)C2CC2)C[C@@H]1C	-4[16.7 µM]	-3.7
CCCN1C[C@H](C)[C@@H](OC)CN(C)C(=O)c2cc(NC(=O)Nc3cccc(OC)c3)ccc2OC[C@H]1C	3[16.7 µM]	-2.6
CCC(=O)Nc1ccc2c(c1)OC[C@H](C)N(C(=O)CC)C[C@@H](C)[C@@H](OC)CN(C)C2=O	13[16.7 µM]	-0.9
C[C@@H]1CN([C@@H](C)CO)C(=O)c2cccc(NC(=O)c3ccncc3)c2O[C@@H]1CN(C)CC1CC1	-1[16.7 µM]	-0.5
C[C@@H]1CN([C@@H](C)CO)C(=O)c2cc(-c3ccccc3)cnc2O[C@@H]1CN(C)C(=O)c1cccc(F)c1	4[16.7 µM]	-0.8
COCC#Cc1ccc([C@@H]2[C@@H](CO)N3CCCCN(C(=O)Nc4cc(F)ccc4F)C[C@@H]23)cc1	0[16.7 µM]	-1.2

By substructure, the compounds so far containing a Cl atom (2)
SMILES	miR122 inh	CFTR F508del cor
CCCN(C)C[C@@H]1OCCCC[C@@H](C)Oc2ccc(NS(=O)(=O)c3ccc(Cl)cc3)cc2C(=O)N([C@H](C)CO)C[C@@H]1C	-1[16.7 µM]	-1.6
O=C(Nc1ccc(Cl)cc1)N1C[C@@H]2[C@H](c3ccccc31)[C@@H](CO)N2C(=O)c1ccccn1	19[16.7 µM]	-0.5

The listing picks up, starting 3 compounds before the break.
SMILES	miR122 inh	CFTR F508del cor
C[C@@H]1CN([C@@H](C)CO)C(=O)c2cccc(NC(=O)c3ccncc3)c2O[C@@H]1CN(C)CC1CC1	-1[16.7 µM]	-0.5
C[C@@H]1CN([C@@H](C)CO)C(=O)c2cc(-c3ccccc3)cnc2O[C@@H]1CN(C)C(=O)c1cccc(F)c1	4[16.7 µM]	-0.8
COCC#Cc1ccc([C@@H]2[C@@H](CO)N3CCCCN(C(=O)Nc4cc(F)ccc4F)C[C@@H]23)cc1	0[16.7 µM]	-1.2
Cc1noc(C)c1S(=O)(=O)N(C)C[C@H]1Oc2ccc(NC(=O)Nc3ccccc3)cc2CC(=O)N([C@@H](C)CO)C[C@@H]1C	2[16.7 µM]	0.0
CO[C@@H]1CN(C)C(=O)c2cc(NC(=O)c3ccccc3)ccc2OC[C@@H](C)N(CC2CC2)C[C@H]1C	-12[16.7 µM]	1.1
C[C@H](CO)N1C[C@H](C)[C@@H](CN(C)C(=O)C2CCCCC2)Oc2ncc(-c3cccnc3)cc2C1=O	2[16.7 µM]	-1.5
Cc1ccc(CNC(=O)c2cc(-c3ccccc3)nn2CC2CC(c3cccnc3)=NO2)cc1 (configuration not stated)	1	0.2
CO[C@H]1CN(C)C(=O)c2ccc(NS(=O)(=O)c3ccc(C)cc3)cc2OC[C@@H](C)N(C(=O)NC(C)C)C[C@@H]1C	8[16.7 µM]	-2.6
Cc1noc(C)c1NC(=O)Nc1cccc2c1O[C@H](CN(C)S(=O)(=O)c1ccccc1)[C@H](C)CN([C@@H](C)CO)C2=O	-7[16.7 µM]	4.9
CCCC#Cc1ccc2c(c1)O[C@H](CN(C)C(=O)C1CCCCC1)[C@H](C)CN([C@@H](C)CO)S2(=O)=O	-23[16.7 µM]	-2.3
CC(=O)N(C)C[C@@H]1Oc2cc(C3=CCCCC3)ccc2S(=O)(=O)N([C@@H](C)CO)C[C@@H]1C	-2[16.7 µM]	0.6
CCC(C)[C@H]1CNC(=S)N1CCC12CC3CC(CC(C3)C1)C2 (some centres not stated)	9	1.2
CCCC(=O)Nc1ccc2c(c1)OC[C@@H](C)N(Cc1cc(F)ccc1F)C[C@@H](C)[C@H](OC)CN(C)C2=O	-21[16.7 µM]	2.6
CCCC(=O)Nc1ccc2c(c1)OC[C@H](C)N(C(=O)c1ccccc1F)C[C@@H](C)[C@H](OC)CN(C)C2=O	3[16.7 µM]	-3.4
O=C(NCC1CCCO1)c1ccc2c3n(nc2c1)-c1ccccc1CO3 (configuration not stated)	-2	2.5
CCCN(C)C[C@@H]1OCCCC[C@@H](C)Oc2ccc(NC(=O)Nc3c(C)noc3C)cc2C(=O)N([C@H](C)CO)C[C@@H]1C	7[16.7 µM]	0.3
C[C@@H]1CN([C@H](C)CO)C(=O)c2cc(-c3ccncc3)cnc2O[C@@H]1CN(C)C(=O)C1CC1	-8[16.7 µM]	2.0
C[C@H]1CN([C@@H](C)CO)S(=O)(=O)c2ccc(-c3ccc(F)cc3)cc2O[C@@H]1CN(C)Cc1cccc(F)c1	1[16.7 µM]	-1.2
C[C@@H]1CN([C@H](C)CO)S(=O)(=O)c2ccc(-c3cccnc3)cc2O[C@@H]1CN(C)Cc1cccnc1	5[16.7 µM]	-1.5
CO[C@H]1CN(C)C(=O)c2ccc(NS(=O)(=O)c3ccccc3)cc2OC[C@H](C)N(C)C[C@H]1C	-4[16.7 µM]	-2.7
CCOC(=O)C[C@H]1c2ccccc2S(=O)(=O)N1Cc1cc(OC)c(OC)c(OC)c1	-3	0.2
C#Cc1ccc([C@H]2C=C(C(=O)O)O[C@@H](OCCCCO)C2)cc1	12	-1.7
C[C@@H]1CN([C@H](C)CO)C(=O)Cc2cc(NS(=O)(=O)c3cccs3)ccc2O[C@H]1CN(C)S(=O)(=O)c1cccs1	5[16.7 µM]	-2.3
C[C@H](NC(=O)c1nc[nH]c1C(=O)N[C@@H](CCCCNC(=O)OC(C)(C)C)C(=O)OC(C)(C)C)c1ccccc1	-3	-1.0
O=C(COc1ccc(Cl)cc1)Nc1cc(S(=O)(=O)N2CCCCC2)ccc1N1CCCCC1	6	0.4
C[C@H]1CN([C@@H](C)CO)S(=O)(=O)c2ccc(-c3ccncc3)cc2O[C@H]1CN(C)C(=O)C1CCCCC1	-4[16.7 µM]	2.2
COc1ccccc1C(=O)N1C[C@@H]2[C@H](c3ccccc31)[C@@H](CO)N2Cc1ccc(F)cc1	-12[16.7 µM]	0.8
COc1ccc(CNC(=O)OCCN2CCN(S(=O)(=O)c3ccc(C)cc3)CCC2=O)cc1	8	-1.6
COc1ccc(S(=O)(=O)Nc2ccc3c(c2)CC(=O)N([C@@H](C)CO)C[C@H](C)[C@H](CN(C)CC2CC2)O3)cc1	5[16.7 µM]	-2.7
CCCN(C)C[C@@H]1OCCCC[C@@H](C)Oc2ccc(NS(C)(=O)=O)cc2C(=O)N([C@H](C)CO)C[C@@H]1C	4[16.7 µM]	-2.5
C[C@@H]1CN([C@H](C)CO)C(=O)c2cc(NC(=O)Nc3ccc(C(F)(F)F)cc3)ccc2O[C@@H](C)CCCCO[C@H]1CN(C)C	6[16.7 µM]	-1.9
CC(=O)N(C)C[C@H]1Oc2cc(C#CC3CC3)ccc2S(=O)(=O)N([C@H](C)CO)C[C@@H]1C	16[16.7 µM]	-3.6
COc1ccc(C)cc1Nc1n[n+](-c2ccccc2)c(-c2ccc(NC(C)=O)cc2)s1	1	2.1

Reprinted at random: two compounds from above, in no set order.
SMILES	miR122 inh	CFTR F508del cor
COc1ccc(S(=O)(=O)Nc2ccc3c(c2)CC(=O)N([C@@H](C)CO)C[C@H](C)[C@H](CN(C)CC2CC2)O3)cc1	5[16.7 µM]	-2.7
CO[C@@H]1CN(C)C(=O)c2ccc(NC(=O)C3CC3)cc2OC[C@H](C)N(Cc2cncnc2)C[C@@H]1C	34[16.7 µM]	-1.1

Screening results deposited in PubChem BioAssay by Broad Institute.

This is a subset, so the mix of outcomes need not match the whole.
